High-throughput results from PubChem BioAssay.
AddAB inh = growth inhibition of E. coli expressing H. pylori AddAB, primary screen, AddAB inhibitor project, absorbance. inhibition, % at 11.9 µM. 330,000 tested, 0.29% active. AID 435030, 2010; in the data active = inhibition above about 12%;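 note: 0% = vehicle wells of infected cells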
E coli growth = E. coli V3065 growth inhibition, primary screen, counter-screen for AddAB inhibitor project, absorbance, OD600; 18 h; inhibition, % at 11.9 µM; 330,000 tested, 0.27% active; AID 449728, 2010;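 active = inhibition above the campaign's mean inhibition across all tested compounds plus 3 SD, cut at about 9.9% in these data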;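 note: uninfected addAB+ strain grown without phage in ampicillin broth; 0% = DMSO wells and 100% = ciprofloxacin 0.95 µg/ml wells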
Active calls of the source: *. Not all compounds are listed; count on the stated rates, not on these rows.

Sample of the layout (16 entries):
SMILES	AddAB inh	E coli growth
O=S(=O)(c1ccccc1)N1CCCc2ccccc21	0.2	-2.4
CN(C)c1ccc(/C=C(\C#N)C(=O)NCc2ccco2)cc1	2.7	0.7
Cc1ccc(-c2nc3c(c(=O)[nH]c(=O)n3Cc3ccccc3)n2C)s1	-1.5	-2.0
N#Cc1c(Cl)nc(-c2cccnc2)nc1-c1ccccc1	-2.5	-2.4
Cc1ccc(S(=O)(=O)Nc2c(O)ccc3ccccc23)cc1	-1.7	2.3
C=C(C)C(=O)Nc1cccc(C2=NOC3(C2)C[C@H](C(N)=O)N(C(=O)CC#N)C3)c1 (stereo partly specified)	-0.3	-1.3
Cc1ccc(C2C3=C(Nc4[nH]n(-c5ccccc5)c(=O)c42)c2ccccc2C3=O)cc1 (stereo unspecified)	5.6	-1.8
C=C1CCN(c2ccc(C(=O)O)cc2[N+](=O)[O-])CC1	0.5	-0.2
N#Cc1c(-c2ccccc2Cl)cc(-c2ccccc2)[nH]c1=S	-3.0	-2.5
Cc1cccc(-n2c(-c3ccco3)nc3nc4ccccc4nc32)c1	0.6	1.6
O=C(COC(=O)c1ccccc1NS(=O)(=O)c1cc([N+](=O)[O-])ccc1Cl)c1ccccc1	0.2	-0.8
O=C1CCN(N=Nc2cccc(Cl)c2)N1	-0.5	3.2
NC(CCCCCP(=O)(c1ccccc1)c1ccccc1)C(=O)O (stereo unspecified)	-0.3	-0.5
N[C@@H](Cc1cc(I)c(Oc2cc(I)c(O)c(I)c2)c(I)c1)C(=O)O	-0.2	1.6
Clc1ccc(NCc2ccsc2)cc1	0.6	-0.8
COc1c(CC=C(C)C)c(O)cc2oc(=O)c3c4ccc(O)cc4oc3c12	3.7	-1.2

The list itself, from the first entry:
SMILES	AddAB inh	E coli growth
O=S(=O)(c1ccccc1)N1CCCc2ccccc21	0.2	-2.4
CN(C)c1ccc(/C=C(\C#N)C(=O)NCc2ccco2)cc1	2.7	0.7
Cc1ccc(-c2nc3c(c(=O)[nH]c(=O)n3Cc3ccccc3)n2C)s1	-1.5	-2.0
N#Cc1c(Cl)nc(-c2cccnc2)nc1-c1ccccc1	-2.5	-2.4
Cc1ccc(S(=O)(=O)Nc2c(O)ccc3ccccc23)cc1	-1.7	2.3
C=C(C)C(=O)Nc1cccc(C2=NOC3(C2)C[C@H](C(N)=O)N(C(=O)CC#N)C3)c1 (stereo partly specified)	-0.3	-1.3
Cc1ccc(C2C3=C(Nc4[nH]n(-c5ccccc5)c(=O)c42)c2ccccc2C3=O)cc1 (stereo unspecified)	5.6	-1.8
C=C1CCN(c2ccc(C(=O)O)cc2[N+](=O)[O-])CC1	0.5	-0.2
N#Cc1c(-c2ccccc2Cl)cc(-c2ccccc2)[nH]c1=S	-3.0	-2.5
Cc1cccc(-n2c(-c3ccco3)nc3nc4ccccc4nc32)c1	0.6	1.6
O=C(COC(=O)c1ccccc1NS(=O)(=O)c1cc([N+](=O)[O-])ccc1Cl)c1ccccc1	0.2	-0.8
O=C1CCN(N=Nc2cccc(Cl)c2)N1	-0.5	3.2
NC(CCCCCP(=O)(c1ccccc1)c1ccccc1)C(=O)O (stereo unspecified)	-0.3	-0.5
N[C@@H](Cc1cc(I)c(Oc2cc(I)c(O)c(I)c2)c(I)c1)C(=O)O	-0.2	1.6
Clc1ccc(NCc2ccsc2)cc1	0.6	-0.8
COc1c(CC=C(C)C)c(O)cc2oc(=O)c3c4ccc(O)cc4oc3c12	3.7	-1.2
O=C(CN1CCN(C(=O)c2ccco2)CC1)N1CCc2[nH]c3ccccc3c2C1	0.2	-2.8
ClCc1csc(N/N=C/c2cccs2)n1	-2.3	-1.2
O=C(NCc1ccccc1Cl)C1CCN(C(=O)c2ccco2)CC1	1.3	-1.6
O=C(O)c1cc(-c2cc(C(=O)O)c3ccccc3n2)nc2ccccc12	1.1	0.5
CC(C)c1ccccc1NS(C)(=O)=O	0.1	-1.8
COc1ccc(C(=O)/C(=C\c2sccc2C)c2nc3ccccc3o2)cc1	-2.7	-6.3
CC1CC(OC(=O)CN2CCCCC2)CC(C)(C)C1 (stereo unspecified)	0.8	-0.4
COc1ccc(-c2csc(NC(=O)c3ccc(C(C)(C)C)cc3)c2C(=O)O)cc1	4.4	0.5
COc1cccc([C@@H]2Oc3ccc(OC)cc3C(=O)[C@H]2OC(=O)N[C@H](C)C2CCCCC2)c1	4.5	1.2
SMILES	AddAB inh	E coli growth
COC(C/C=C\C(=O)COCc1ccccc1)OC	4.2	2.9
C#CCOCCOCCOCCNc1nc(N2CCN(C(=O)[C@H](Cc3ccc(O)cc3)n3cc([C@@H](N)C(C)CC)nn3)CC2)nc(N2CCN(C(=O)[C@H](Cc3cc4ccccc4[nH]3)n3cc([C@@H](N)Cc4ccc(O)cc4)nn3)CC2)n1 (stereo partly specified)	-0.5	-0.6
COc1cc2c(cc1OC)CN(C(=O)CSc1nc3[nH]ncc3c(=O)n1-c1ccccc1)CC2	2.6	0.8
COCC(=O)Nc1ccc(C(=O)Nc2ccccc2Cl)cc1	-0.3	0.6
Cc1cc(Nc2c(C)n(C)n(-c3ccccc3)c2=O)n2c(nc3cc(F)c(F)cc32)c1C#N	0.2	0.2
C(=C\c1ccc(/C=C/c2ccccc2)nn1)/c1ccccc1	3.8	-0.7
COc1ccc(O[C@H]2C=C[C@@H](c3ccccc3)O[C@@H]2CO/N=C(\C)CCC(=O)OC[C@H]2O[C@H](c3ccccc3)C=C[C@@H]2Oc2ccc(OC)cc2)cc1	0.8	-0.3
COc1cccc(C(=O)Oc2ccc3ccc(O)cc3c2)c1	2.3	4.0
O=[N+]([O-])c1ccc2sc(SCc3nc4ccccn4c3Br)nc2c1	2.9	-1.3
COc1ccccc1C1=Nn2c(COc3ccccc3)nnc2SC1	6.2	0.1
COc1ccc(N(CC(=O)NCCC2=CCCCC2)S(=O)(=O)c2ccc(C)cc2)cc1	-0.7	2.5
O=C1NC(Cc2ccc(O)cc2)c2nc3ccc(Cl)cc3c(=O)n2-c2ccccc21 (stereo unspecified)	-3.7	-0.9
Clc1ccc2[nH]c3c(N4CCC5(CC4)OCCO5)ncnc3c2c1	5.2	0.0
O=C(CNc1c(Br)cc(Br)cc1Br)NN=C1CCCCC1	-0.7	-2.9
CCOC(=O)N1CCC(N2Cc3cccc(C(=O)NCc4ccc(OC)cc4)c3C2=O)CC1	0.1	-0.8
C#CCOCCOCCOCCNc1nc(N2CCN(C(=O)[C@H](Cc3cc4ccccc4[nH]3)n3cc([C@@H](N)C(C)CC)nn3)CC2)nc(N2CCN(C(=O)[C@H](CCCCN)n3cc([C@@H](N)CC(C)C)nn3)CC2)n1 (stereo partly specified)	3.0	1.6
CC(C)CCNC(=O)Cn1c(NCCC(C)C)nc2c1c(=O)n(C)c(=O)n2C	0.2	1.1
COc1ccc(OC)c(S(=O)(=O)NC(N)=NCCc2ccccc2OC)c1	2.6	-0.6
Nc1c(S(=O)(=O)c2cccc(Cl)c2)c2nc3ccccc3nc2n1/N=C/c1ccc(O)c(O)c1	15*	13*
COC(C[C@@H]1O[C@H]1[C@H](O)[C@@H](C)OCc1ccccc1)OC	2.3	-1.2
CCSc1ncnc2c1sc1nc(-c3ccco3)c3c(c12)CC(C)(C)OC3	0.3	-4.2
COC(=O)[C@@]1(Cc2ccc(OC)cc2)[C@H]2c3cc(C(=O)N(C)C)n(CCc4ccc(OC)c(Br)c4)c3C[C@H]2CN1C(=O)c1ccccc1	-0.3	-4.0
Cc1ccc2oc(=O)c3cc(C(=O)N4CCN(C(=O)c5ccco5)CC4)sc3c2c1	4.0	-2.1
O=C(CC(=O)c1ccccc1[N+](=O)[O-])c1ccccc1	-3.1	-5.5
CCCCC1=CC2=CC(=O)C(C)(OC(=O)CC)C(=O)C2=CN1CCN1CCOCC1 (stereo unspecified)	2.6	-2.7
SMILES	AddAB inh	E coli growth
Cc1ccccc1NC(=O)COC(=O)c1cc(=O)c2ccccc2o1	-0.1	1.2
O=c1c2ccccc2oc2nc(-c3cccs3)n(CCc3ccccc3)c(=O)c12	1.3	-0.1
COc1ccc(N=CC2=C(Nc3ccc(OC)cc3)c3c(C)nn(-c4ccccn4)c3CC2)cc1	0.4	-2.8
CCOC(=O)c1ccc2nc(C)cc(Nc3cccc(C(=O)O)c3)c2c1	-0.9	3.3
CCOc1cc(CNc2ccc3c(c2)CCC3)ccc1OC	0.4	-0.4
Cc1ccc(CNC(=O)/C(C#N)=C\c2ccc(N(C)C)cc2)cc1	0.0	-2.4
Cc1ccc(C=C2C(Cl)=C(Cl)C(Cl)=C2Cl)cc1	-2.2	-1.8
COc1ccccc1/C=N/NC(=O)C1=NNC(c2ccccc2)(c2ccccc2)C1	-0.2	-0.4
Cn1c(SCC(=O)N=Nc2c(O)[nH]c3ccccc23)nc2ccccc21	2.2	0.0
O=C(NCCCCCCNC(=O)NCc1ccco1)NCc1ccco1	0.4	-2.0
CN(C)CC#CCCCCCCC#CCN(C)C	2.2	1.8
COC(=O)c1ccc(C(NC(=O)OCc2ccccc2)/C(F)=C/[C@@H](C)C(=O)NCc2ccc(-c3ccccc3)cc2)cc1 (stereo partly specified)	7.0	0.2
COc1ccc2cc(C(c3nnnn3C(C)(C)C)N3CCc4ccccc4C3)c(=O)[nH]c2c1 (stereo unspecified)	-0.8	-1.4
COC(=O)c1ccc(NC(=O)c2ccc3c(c2)NC(=O)C2CCCN32)cc1 (stereo unspecified)	2.5	-1.9
O=C1CC(c2ccccc2Cl)c2c(sc3c(=O)[nH]c(CCl)nc23)N1 (stereo unspecified)	-1.0	0.3
Cc1ccc(S(=O)(=O)Nc2c(Cl)c(Cl)c(O)c3ccccc23)cc1	0.5	1.4
CN(CCO)c1nc(N)c2c(N)nc3c(c2c1C#N)CC(=O)N3C1CCCC1	0.2	-0.1
C#CCOCCOCCOCCNc1nc(N2CCN(C(=O)CCCCCCCCCCNC(=O)[C@H](CCCCN)n3cc(C)nn3)CC2)nc(N2CCN(C(=O)CCCCCCCCCCNC(=O)[C@H](CCCN=C(N)N)n3cc(C[C@@H](C)CC)nn3)CC2)n1	2.9	3.1
O=C(NCc1ccc(/C=c2\sc3n(c2=O)CCN=3)o1)C(=O)Nc1ccccc1	-2.3	-3.0
COc1ccc(-c2[nH]n(-c3ccc([N+](=O)[O-])cc3)c(=O)c2C=NCCN2CCNCC2)cc1	-0.6	-2.8
COc1ccc(/C=C2\CCCc3c2nc2ccccc2c3C(=O)O)cc1OC	1.0	1.8
Cc1ccc(N(C(=O)C2COc3ccccc3O2)C(C(=O)NC2CCCCC2)c2cn(C)nc2C)cc1 (stereo unspecified)	3.8	-0.4
CC(=O)Oc1ccc(N2C(=O)C3C(C2=O)C2(C)C=CC3(C)O2)cc1 (stereo unspecified)	5.0	1.1
Cc1ccc(N(Cc2cc3ccc(C)cc3[nH]c2=O)C(=O)c2cccs2)cc1	0.4	-1.4
C#CCOCCOCCOCCNc1nc(N2CCN(C(=O)C([C@@H](C)CC)n3cc(C(N)CC(C)C)nn3)CC2)nc(N2CCN(C(=O)[C@H](CCCCN)n3cc(C(N)COC(=O)C(F)(F)F)nn3)CC2)n1 (stereo partly specified)	-0.2	-0.8
SMILES	AddAB inh	E coli growth
COC(=O)C1=C(C(=O)OC)[C@@H]2N(Cc3ccccc3)c3ccccc3[C@@]23C[C@@H](C(=O)OC)N(C(=O)C2CCC2)C3=N1	1.9	-1.2
Cc1ccc(-n2nc3c(c2NC(=O)c2c(-c4ccccc4Cl)noc2C)CSC3)cc1	0.5	2.0
Cc1cc(C)n(-c2nc3sc4c(c3c(=O)[nH]2)CCCC4)n1	-3.2	-4.2
O=C(O)COc1ccc(-c2nccc(-c3cccs3)n2)cc1	2.8	0.6
CNCCCCOc1ccccc1Cc1ccccc1	0.6	1.6
COc1ccc(-c2nnc(SCC(=O)N3CCCC3)o2)cc1OC	-0.2	0.9
COc1ccc(NC(=S)Nc2cc(S(=O)(=O)N3CCCCC3)ccc2OC)cc1	1.6	-0.4
CC(=O)OC1CCC2(C)C(CCC3C2CC(OC(C)=O)C2(C)C3C[C@@H]3O[C@]4(CC[C@@H](C)CO4)[C@@H](C)C32)C1 (stereo partly specified)	4.9	-1.5
CC1(C)Cc2nc3sc4c(N5CCCC5)nnnc4c3cc2CO1	2.6	0.3
O=C1C2C3C=CC(C3)C2C(=O)N1CNc1ccc(O)cc1 (stereo unspecified)	-1.1	1.3
CC(C)[C@]1(c2ccccc2)ON(c2ccccc2C(F)(F)F)C1=O	0.7	1.1
Cc1ccc(S(=O)(=O)N(CC(=O)NCCSCc2ccco2)c2ccc(F)cc2)cc1	0.2	-3.0
Cc1cccc2cc(C(c3nnnn3CC3CCCO3)N3CCc4ccccc4C3)c(=O)[nH]c12 (stereo unspecified)	3.9	0.1
O=C(CCC1CCCNC1)c1ccccc1 (stereo unspecified)	1.0	0.0
CC[n+]1c(C)sc2sc3ccccc3c21	0.8	-2.8
O=C(/C=C/c1ccc(Br)o1)Nc1nnc(C2CC2)s1	0.4	-0.2
CCCCCCC(=O)N(O)C1CC(=O)N(c2ccccc2)C1=O (stereo unspecified)	1.0	-0.9
Cc1nnc(NC(=O)CSc2nnc(Cc3cccn3C)n2-c2cccc(C)c2C)s1	-2.3	0.3
CC(C)(C)C(C(Oc1ccc(Cl)cc1)n1cncn1)n1nnnc1C(c1cccc(Cl)c1)N1CCCCC1 (stereo unspecified)	2.0	-1.3
